Screening results as filed in PubChem.
Chronic BCR inh = blocks chronic active B-cell receptor signaling. actives 0.05% (n = 340,000). Potency, µM (doses to about 46.1 µM), inactives show top-dose ratio change, negative = lower green/red ratio, most hits filed as inhibitors. ABC-DLBCL IkBa-CBG/CBR reporter, luminescence ratio, 4 h; active = well fitted inhibition curve with a large enough effect in the signal ratio, with a control signal flat, not every such curve was filed as active; inconclusive = small, poorly fitted or top-dose-only effect, or effect the other way, or a change in a side signal; the % refers to the signal ratio;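 note: potency is the fitted concentration of half-maximal effect; plate controls were basal doxycycline-induced cells for no effect and cells given 10 µM MG132 for full effect; MG132 reads +100%, hits lower the ratio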
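Concentration-response series (up to 46 uM) were applied to TMD8 dual-reporter cells for 4 h at 37C with doxycycline. Green/red ratio, after filter-overlap correction, defined %Activity; red signal alone was normalised to basal cells and zero luminescence.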
Giardia kill = kills Giardia lamblia; actives 0.15% (n = 340,000); activity change, % at 7.66 µM, hits read low; AID 540267; Giardia lamblia trophozoite viability; in the data active = activity change below about -80%; inconclusive = between about -30% and that limit;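 note: parasites exposed to compound for two days anaerobically before the ATP read; % is set by controls: 0 for no effect and ±100 for the full control effect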
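Each well holds 100 Giardia trophozoites and compound. After two days (48 hrs) at 37 deg C in anaerobic conditions, ATP is quantified by luminescence.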
GALK inh = galactokinase (human) inhibition | P51570 | Potency, µM (doses to about 57.5 µM), without a hit: at the highest dose activity change, negative = inhibition, usual class: inhibitors | actives 0.007% (n = 270,000) | Purified GALK, Kinase-Glo residual ATP luminescence | AID 1868; note: potency is the fitted concentration of half-maximal effect; % is set by controls: 0 for no effect and ±100 for the full control effect
Target sequence (P51570 whole entry, looked up): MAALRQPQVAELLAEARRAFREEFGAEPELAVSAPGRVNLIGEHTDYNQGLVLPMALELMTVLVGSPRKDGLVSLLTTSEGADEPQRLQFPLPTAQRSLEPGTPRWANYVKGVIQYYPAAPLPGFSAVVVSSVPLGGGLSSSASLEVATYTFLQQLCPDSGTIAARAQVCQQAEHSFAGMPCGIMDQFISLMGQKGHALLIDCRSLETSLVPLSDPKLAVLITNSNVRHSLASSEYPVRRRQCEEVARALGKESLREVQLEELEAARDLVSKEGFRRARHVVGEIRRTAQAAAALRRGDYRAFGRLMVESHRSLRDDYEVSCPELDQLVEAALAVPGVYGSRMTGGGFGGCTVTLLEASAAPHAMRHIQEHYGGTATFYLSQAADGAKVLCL
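The enzyme phosphorylates galactose (100 uM) using ATP (35 uM); inhibition is detected as higher residual ATP, quantified by bioluminescence after 1 h reaction at room temperature, pH 8.0.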
TSHR antag = human thyrotropin receptor antagonism | TSHR-expressing cells, TSH-stimulated cAMP HTRF, 2 h; stronger effect = lower value | activity change, negative = inhibition, % at 11.5 µM | actives 0.2% (n = 330,000) | AID 504810;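 active = activity change below a set negative limit, meaning inhibition stronger than a set level, cut at about -70% in these data; inconclusive = activity change between two set negative limits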; note: % is set by controls: 0 for no effect and ±100 for the full control effect
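Cell-based HTRF cAMP assay; TSHR cells + compound, TSH EC80 (4nM final), 2 h, 37 deg C. Lysis with anti-cAMP cryptate and cAMP-d2, 30 min RT, read 665/620 nm.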
TCR activator = T cell receptor activation; primary human leukocytes, anti-CD3, IL-2 HTRF, 48 h; Potency, µM (titrated, usually from 9.22 µM), for the others: at the top dose activation of IL-2 secretion, usual class: activators; 330,000 tested, under 10 active; AID 504894; note: % of control where 0% means no effect
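Human primary leukocytes + a-CD3 beads + cpd, 48 hr; IL-2 in supernatant by HTRF (ex 320nm / em 665nm). No co-stimulatory signal supplied.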
Coupling enz = coupling enzyme interference in Giardia aldolase counter-screen; actives 0.67% (n = 290,000); activity change, negative = inhibition, % at 58.2 µM, hits read low; coupling enzyme system counterscreen, AmpLite Red fluorescence; in the data active = activity change below about -30%; note: % is set by controls: 0 for no effect and ±100 for the full control effect
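Compounds tested against the coupling enzymes alone at 57.5 uM final; readout was AmpLite Red fluorescence (525/598 nm) after 20 min at RT.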
MLL CXXC-DNA inh = MLL CXXC-DNA interaction inhibition. AID 2662. Q03164. Potency, µM (series often up to 115 µM), without a hit: at the top dose activity change, negative = inhibition, usual class: inhibitors. actives 0.037% (n = 290,000). MLL-CXXC / FITC-HOXA9 DNA fluorescence polarization; active = well fitted inhibition curve with a large enough effect in the polarisation, with a control signal flat, not every such curve was filed as active; inconclusive = small, poorly fitted or top-dose-only effect, or effect the other way, or a change in a side signal; inactive = no such curve, though single readings can be large or run the other way; the % refers to the polarisation; note: potency is the fitted concentration of half-maximal effect
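Fluorescence polarization: 7 uM MLL-CXXC (stock) preincubated 5 min with compounds, then 50 nM fluorescein-HOX-A9 DNA (stock) added; 30 min ambient. Buffer 50 mM Tris-HCl pH 7.5, 50 mM NaCl, 1 mM DTT, 0.05% BSA.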
Tb PFK block = T. brucei PFK enzyme inhibition; O15648; T. brucei PFK, ADP-Glo luminescence; Potency, µM (series often up to 57.5 µM), for inactives: at the highest dose activity, negative = inhibition, actives largely listed as inhibitors; actives 0.17% (n = 330,000); AID 485367;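 note: potency is the fitted concentration of half-maximal effect; 0% = uninhibited 1x PFK enzyme wells and -100% = no-enzyme wells; nearly all actives have a fitted effect of over 60% in size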
Target sequence (O15648 whole entry, looked up): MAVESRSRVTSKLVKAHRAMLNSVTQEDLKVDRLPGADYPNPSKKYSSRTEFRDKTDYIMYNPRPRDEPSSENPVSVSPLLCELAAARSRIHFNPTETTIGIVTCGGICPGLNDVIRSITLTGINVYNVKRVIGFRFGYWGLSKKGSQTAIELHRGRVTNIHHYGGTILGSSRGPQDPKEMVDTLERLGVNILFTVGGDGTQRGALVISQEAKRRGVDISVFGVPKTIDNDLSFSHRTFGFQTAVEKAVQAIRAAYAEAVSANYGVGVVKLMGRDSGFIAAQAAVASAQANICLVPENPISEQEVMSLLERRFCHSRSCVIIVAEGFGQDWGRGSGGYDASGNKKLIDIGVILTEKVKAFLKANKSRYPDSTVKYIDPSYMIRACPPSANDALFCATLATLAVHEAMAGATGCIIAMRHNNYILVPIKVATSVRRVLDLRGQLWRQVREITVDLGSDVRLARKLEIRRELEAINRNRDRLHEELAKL
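ADP-Glo luminescence quantified ADP after 45 min at room temperature, with 1.25 nM T. brucei PFK, 0.1 mM ATP and 0.5 mM fructose-6-phosphate in pH 8.0 TEA buffer. qHTS titrations up to 57 µM; curves classified by quality.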
A-T KAP1 phos = potential ataxia-telangiectasia treatments restoring KAP-1 phosphorylation. […] A-T fibroblasts, KAP-1 phosphorylation AlphaLISA; neocarzinostatin DNA damage 30 min before lysis. Potency, µM (top dose mostly 57.5 µM), inactives show at the highest dose activation, actives largely listed as activators. actives 0.19% (n = 320,000); note: potency is the fitted concentration of half-maximal effect; % of control where 0% means no effect; nearly all actives have a fitted effect of over 45% in size
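ATM-like activity read as KAP-1 phosphorylation via AlphaLISA donor/acceptor antibody pairs after lysis and 6 hr at 25C. Cells were ATM-null patient fibroblasts ([…], hTERT), dosed 60 min, then exposed to the DSB inducer NCS for 30 min.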
hERG WT inh = inhibitors of human wildtype KCNH2 potassium channel; AID 720551; Q12809; actives 0.37% (n = 340,000); activity change, % at 1.84 µM; U2OS, BacMam KCNH2, thallium flux FluxOr; stronger effect = lower value;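 active = maximum activity change below -70%; inconclusive = maximum activity change between -70% and -50%; inactive = maximum activity change above -50%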; note: % is set by controls: 0 for no effect and ±100 for the full control effect
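U2OS cells transduced with wild-type KCNH2 virus are loaded with FluxOr dye for 45 min, and thallium flux is measured in kinetic reads before and after stimulation buffer. Rate constants are normalized to DMSO controls.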
Active calls of the source: *; ? = inconclusive; / = no result given; & = joins results of further samples; [ ] = another dose, or the depositor's remark. Unless noted, calls come from the whole dose curve; as a rule, active = well fitted curve in the direction sought with a large enough effect; inconclusive = small, poorly fitted or top-dose-only effect, or another doubt; inactive = no such curve, though single readings can be large; an effect the other way counts as inactive or inconclusive.

structure	hERG WT inh	A-T KAP1 phos	TSHR antag	Tb PFK block	GALK inh	Coupling enz	Giardia kill	MLL CXXC-DNA inh	Chronic BCR inh	TCR activator
CCCCCC(=O)NC(=S)Nc1ccccc1C(=O)OC	2	/	/	/	1%	1	2	38%[activator]	/	-1%
Cc1ccc(NC(=O)CN(C)C(=S)NC2CC2)cc1	-5	-10%	3	-1%	-2%	0	-12	-7%	1%	-2%
CCOC(=O)c1cc(-c2cccs2)nn1CCC#N	-3	18%	-15	6%	0%	2	-6	12%	-18%	-3%
Cc1ccccc1-c1nc(CN2CCSCC2)c(C)o1	1	5%	5	-2%	8%	1	-10	2%	-21%	-4%
CCc1ccc(N2CSC3=C(C#N)C(c4cccs4)CC(=O)N3C2)cc1 (stereo not drawn)	-7	2%	-11	-15%	-3%	-18	-8	-2%	-19%	0%
Oc1ccc(Br)cc1/C=N/n1c(-c2ccccc2)n[nH]c1=S	-4	-8%	-29	-3%	2%	2	12	4%	4%	-2%
COc1ccccc1CNC(=O)C1CC(c2cccc([N+](=O)[O-])c2)=NO1 (stereo not drawn)	-19	2%	-1	4%	-1%	2	12	9%	?	-4%
COC(=O)CNC(=O)C1CCCN1C(=O)CNC(=O)OC(C)(C)C (stereo not drawn)	-19	0%	-2	-1%	3%	0	13	-6%	14%	-1%
FC(F)(F)c1ccc(Cl)c(N/N=C/c2ccc(N3CCOCC3)s2)c1	0	-9%	-10	-9%	-1%	-4	13	-6%	-1%	-3%[46.1 µM]
CCCC(O)(c1ccc(Cl)cc1)C(CN1CCOCC1)c1ccc(Cl)cc1 (stereo not drawn)	-4	-11%	0	2%	/	-2	-18	13%	?	9%
CC1=C(C(=O)OCc2ccccc2)C(c2ccc3ccccc3c2)NC(=O)N1CCCCCC(=O)O (stereo not drawn)	4	-4%	-10	-4%	/	1&9	-9	4%	?	-1%
CCN(C(=O)c1cnc(N2CCN(c3ncccn3)CC2)c2ccccc12)c1cccc(Cl)c1	30	6%	-45	1%	-4%	-9	-12	-6%	?	-8%

(list continues)
structure	hERG WT inh	A-T KAP1 phos	TSHR antag	Tb PFK block	GALK inh	Coupling enz	Giardia kill	MLL CXXC-DNA inh	Chronic BCR inh	TCR activator
NC(=O)c1ccc(NC(=O)CNC(=O)c2sc3ccccc3c2Cl)cc1	0	-1%	3	?	/	/	17	/	6%	-4%
Cc1ccc(-c2nc3ccccc3s2)cc1S(=O)(=O)N1CCOCC1	/	/	2	-2%	1%	0	-2	-1%	12%	/
CN(CC(=O)Nc1ccc(Cl)cc1)C(=O)c1cc(-c2cccs2)nn1-c1ccccc1	-6	6%	14	-1%	/	/	-19	/	-11%	-4%
COC(=O)C1=C(C)Nc2nnnn2C1c1cc(OC)ccc1OC (stereo not drawn)	-9	10%	-4	3%	2%	-2	2	0%	-5%	-29%
COc1c(C)cc(S(=O)(=O)NCc2ccco2)c(C)c1C	-7	0%	-19	0%	-4%	0	-8	1%	9%	-2%
O=C(Nc1ccc(N2CCOCC2)cc1)C1=NN(c2ccccc2)C(=O)CC1	2	9%	1	-5%	/	/	-7	/	-1%	12%
O=C(NCc1nnnn1-c1ccc(F)c(F)c1)c1ccc2c(c1)OCO2	-2	22%	-8	-2%	/	/	3	/	0%	4%
CCN(C=NC1=NN(c2cccc(C(F)(F)F)c2)CC1)CC	7	-7%	-10	-3%	0%	0	17	5%	2%	-4%[46.1 µM]
Cc1c(/C=N/NC(=O)COc2ccccc2[N+](=O)[O-])c2ccccc2n1C	6	-12%	7	-2%	0%	1	-5	5%	3%	4%[46.1 µM]
CC(C)(C)OC(=O)NCCC(=O)N/N=C/c1ccc2nccnc2c1	-3	6%	0	-1%	1%	2	-5	-13%	?	3%
COc1cccc(Cn2nnc(C(=O)Nc3ccc(C)cc3)c2N)c1	-1	14%	2	4%	2%	3	27	5%	8%	1%
COc1ccc(NC(=S)N(Cc2ccc(N(C)C)cc2)Cc2ccco2)cc1	-10	-13%	29	1%	1%	0	-5	12%	-11%	-4%

(more compounds)
structure	hERG WT inh	A-T KAP1 phos	TSHR antag	Tb PFK block	GALK inh	Coupling enz	Giardia kill	MLL CXXC-DNA inh	Chronic BCR inh	TCR activator
O=c1nc(SCc2c(F)cccc2Cl)nc(-c2ccccc2)[nH]1	-2	-3%	2	-7%	-3%	2	2	-2%	9%	-2%
O=C(c1ccc(Cn2cc([N+](=O)[O-])cn2)o1)N1N=C(C(F)F)CC1(O)C(F)F (stereo not drawn)	-1	-1%	0	1%	-2%	0	0	6%	-11%	/
Nc1cc(C(=O)OCC(=O)N2CCN(C(=O)COC(=O)c3ccc(Cl)c(N)c3)CC2)ccc1Cl	-3	3%	-3	-7%	/	/	-5	/	-8%	2%
COc1cccc(NC(=O)CN(C)C(=O)c2cccc(NS(=O)(=O)c3ccccc3)c2)c1	-11	0%	-8	-2%	/	/	-7	/	-8%	5%
CN(C)CCNC(=O)CN1C(=O)CSc2ccc(S(=O)(=O)N3CCCCC3)cc21	-8	0%	-2	1%	0%	0	5	29%	0%	2%
Clc1cccc(C2Nc3cccc4cccc(c34)N2)c1Cl	12	-7%	?	-1%	0%	-1	0	8%	?	0%
CCN(CC)CCN1C(=O)C(=O)/C(=C(/O)c2ccc(OCC(C)C)cc2)C1c1ccncc1 (stereo not drawn)	/	/	16	0%	-1%	4	/	23%	-1%	/
COc1ccc(/C=C/C(=O)NC(=S)Nc2ccc(S(=O)(=O)Nc3ccc(OC)nn3)cc2)cc1	-5	-8%	-11	6%	1%	3	4	-6%	?	0%
O=C(c1cnc(-c2ccccc2)s1)c1ccc(Cl)cc1Cl	10	-5%	5	0%	0%	-1	3	9%	5%	-208%
COc1ccc(NC(=O)C2CCCO2)cc1OC (stereo not drawn)	-3	/	3	-2%	2%	1	-15	1%	0%	-1%
COc1ccc(Cc2nc3ccc(C(=O)NC(C)c4cnn(C)c4)cc3o2)cc1 (stereo not drawn)	-9	1%	-4	-4%	1%	/	-1	-6%	-4%	-1%
CNC(=O)C(=O)Nc1cc2c3c(c1)CCC(=O)N3CCC2	4	2%	5	1%	-2%	/	-25	2%	-7%	-1%

Additional results
structure	hERG WT inh	A-T KAP1 phos	TSHR antag	Tb PFK block	GALK inh	Coupling enz	Giardia kill	MLL CXXC-DNA inh	Chronic BCR inh	TCR activator
Cc1cccc(C(=O)Nc2cccc(C(=O)N/N=C/c3ccc4c(c3)OCO4)c2)c1	-4	-1%	-10	2%	-1%	-1	-14	6%	?	-2%
CCOc1cc(C2NC(=O)c3ccccc3O2)ccc1OC(C)C (stereo not drawn)	-2	2%	-2	-6%	0%	0	3	-10%	2%	/
CCC(C)c1ccccc1NC(=S)NC(=O)c1ccco1 (stereo not drawn)	-8	9%	35	-2%	3%	/	20	7%	-9%	12%
COc1ccc(C(=O)Nn2c(CC(C)C)nc3cc(Cl)ccc3c2=O)c(OC)c1	-5	3%	-4	1%	-1%	0	-11	-5%	4%	-1%
COCCn1nnnc1C(c1ccc(OC)cc1OC)N1CCN(c2ccccc2)CC1 (stereo not drawn)	-7	1%	1	3%	0%	-7	1	12%	?	1%
Cc1ccc(S(=O)(=O)N2CCCC(C(=O)N3CCCc4ccccc43)C2)cc1 (stereo not drawn)	3	0%	-18	2%	0%	-2	-3	-11%	5%	2%
Cc1ccc(S(=O)(=O)Nc2cccc(-c3ccc4nnc(C)n4n3)c2)s1	4	3%	-16	0%	6%	2	-11	-3%	?	0%
CCOc1ccccc1N1CCN(C(=O)c2cn(CC3CCCCC3)nn2)CC1	-12	14%	-25	4%	-2%	/	3	-9%	-9%	-1%
O=C(COc1ccccc1Cl)NCCNC(=O)c1cccnc1	-1	1%	27	0%	2%	0	-18	-11%	12%	-9%
COc1ccc(CCc2nnc(CCC(=O)NCc3cc(C(C)C)no3)o2)cc1	-2	0%	-3	9%	0%	1	6	-3%	?	0%
CCCOc1ccc(C2C(=O)N(C3CCCCC3)CC(=O)N2C2CC2)cc1OC (stereo not drawn)	12	2%	0	-3%	-1%	/	-1	-3%	6%	-8%
CC[C@H]1c2[nH]c3ccccc3c2C[C@H]2C(=O)N(c3ccc(F)cc3)C(=O)N21	-3	4%	-20	-1%	/	/	?	/	6%	13%
Cc1nn(CC(=O)N2CCN(S(=O)(=O)c3ccccc3)CC2)c(C)c1[N+](=O)[O-]	1	3%	-10	5%	/	/	-7	/	7%	-9%
Cc1c(NC(=O)CN(c2ccccc2)S(=O)(=O)c2ccc(F)cc2)c(=O)n(-c2ccccc2)n1C	-15	17%	13	-6%	0%	/	7	7%	-6%	6%
COc1ccccc1OCC(=O)NCCS(=O)(=O)N1CCN(c2ccccc2)CC1	10	0%	7	2%	/	/	-4	/	-1%	-11%
